Source: PubChem
SIRT5 block: SIRT5 desuccinylase inhibitors, primary screen, biochemical, fluorescence imaging, single point, set 5. NAD-dependent protein deacylase sirtuin-5, mitochondrial (Homo sapiens), Q9NXA8. Purified SirT5, succinyl-peptide AMC, trypsin-coupled fluorescence. inhibition, % at 15 µM. hit rate 1.1% among 330,000; in the data active means inhibition above about 15%; inconclusive means no clear call, values can overlap the other calls
Target sequence (Q9NXA8 whole entry, looked up): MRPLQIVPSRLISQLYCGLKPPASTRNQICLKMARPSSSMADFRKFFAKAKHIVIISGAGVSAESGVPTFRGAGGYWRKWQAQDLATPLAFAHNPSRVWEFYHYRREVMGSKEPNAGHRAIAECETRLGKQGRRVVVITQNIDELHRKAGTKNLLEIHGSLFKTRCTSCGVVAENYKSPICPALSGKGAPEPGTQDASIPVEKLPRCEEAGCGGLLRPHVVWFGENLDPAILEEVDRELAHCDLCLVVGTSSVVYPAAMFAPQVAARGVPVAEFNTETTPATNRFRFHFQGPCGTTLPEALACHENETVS
S100A4 MyoIIA: inhibitors of S100A4-myosin IIA peptide binding, primary screen, biochemical, fluorescence polarization, TAMRA-MyoIIA peptide | Protein S100-A4 (Homo sapiens), P26447 | inhibition, % at 10.7 µM | hit rate 0.14% among 360,000;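 active means mean inhibition of at least 70% across replicates, with every replicate also reaching that level; inconclusive means mean inhibition reaches 70% but some replicates fall short; inactive means mean inhibition below 70%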
Target sequence (P26447 whole entry, looked up): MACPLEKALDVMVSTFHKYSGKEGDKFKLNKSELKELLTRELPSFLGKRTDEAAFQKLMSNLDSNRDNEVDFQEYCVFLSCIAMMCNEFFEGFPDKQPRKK
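assay system = human S100A4 monomer with TAMRA-labelled myosin IIA peptide | also added = labelled myosin peptide probe, 5 nM | incubation = 5 min between mix addition and reading | control set = DMSO and TFP controls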
Cneo AK release: Cryptococcus neoformans cell lysis inducers, primary screen, AK release luminescence, single concentration | lysis activity, % at 15 µM | hit rate 0.2% among 360,000 | C. neoformans lysis, adenylate kinase release luminescence, 4 h; normalised: neutral wells 0, clomiphene wells 100;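 active means mean lysis activity across replicates of at least 80%, whatever share of replicates individually reach that level; inactive means mean lysis activity below 80%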
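Material: C. neoformans cells | Amount: Yeast cell density of 5 × 10^6 cells/mL | Medium: Fresh YPD growth medium | Dosing: Single dose | Times: Static 4 h at 37 °C with compound, 1 h detection | Detection: AK luminescence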
Xi reactivation: activators of inactive X chromosome reactivation, primary screen, imaging, XiGFP fibroblasts, GFP high-content imaging, set 2; AID 743238, 2013; hit rate 0.055% among 360,000; activation, % at 7.58 µM; XiGFP mouse fibroblasts, % GFP-positive cells imaging, 3 d; cells co-treated with 5-aza-dC sensitizer; scaled so ellipticine positive control = 100%;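 active means mean normalized replicate activation at least 10% and every replicate at or above 10%; inconclusive means only one of the two criteria met; inactive means mean below 10% and not all replicates reach 10%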;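 further: 0% = median of on-plate neutral control wells and 100% = ellipticine 6 µM median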
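System: 68-5-11 XiGFP fibroblast line | Buffer or medium: DMEM containing 5-aza-dC | Compound: Single point | Times: Compounds 3 days, fix/stain 15 min at room temperature | Benchmarks: Positive control ellipticine, 6 µM final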
C2C12 statin: suppressors of statin myotoxicity in C2C12 myotubes, primary screen, cell-based, single point, plate reader; C2C12 myotubes + simvastatin, ATP luminescence, 48 h; scaled: DMSO 0, geranylgeraniol control 100; rescue of ATP level, % at 7.49 µM; hit rate 0.78% among 330,000;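 active means mean ATP rescue above about 67%, or every replicate alone reaching that limit, limit read from the data, passing the limit was not always enough; inconclusive means no clear call, values can overlap the other calls; inactive means mean under the limit and some replicate under it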;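 further: myotubes were challenged with 10 µM simvastatin during compound exposure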
ERAP1 HTS inh: human ERAP1 aminopeptidase inhibitors, primary screen, biochemical, single point, plate reader. inhibition, % at 10.7 µM. Endoplasmic reticulum aminopeptidase 1 (Homo sapiens), Q9NZ08. recombinant ERAP1, Leu-AMC fluorescence, 60 min. AID 652197, 2013. hit rate 0.15% among 340,000;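 active means mean replicate inhibition of at least 30%, or all replicates individually reaching that 30% level; inactive means mean below 30% and not every replicate reaching it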;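 further: 0% = neutral control wells and 100% = L-leucinethiol positive control wells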
LGR2 inh: inhibitors of bursicon-induced LGR2 CRE-luciferase signal, primary screen, cell-based, HEK293, CRE-luciferase reporter, bursicon stimulation | Drosophila bursicon receptor LGR2 (rickets) | bursicon-stimulated, 4 h | inhibition, % at 9.99 µM | hit rate 0.35% among 380,000 | AID 720647, 2013;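 active means drop in luminescence signal, shown as inhibition above about 50% in the replicate tests, limit read from the data, passing the limit was not always enough; inconclusive means probably only some replicates passing the limit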;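 further: agonist challenge used bursicon conditioned medium at about half maximal strength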
PGC1a acetyl inh: inhibitors of PGC1a acetylation signal, primary screen, cell-based, U2OS, AlphaScreen, inhibitor mode. AID 651687, 2012. AlphaScreen anti-acetyl-lysine; with virally co-expressed GCN5 acetyltransferase. inhibition, % at 15.6 µM. hit rate 0.17% among 350,000;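 active means every replicate shows inhibition of at least 40%; inconclusive means mean inhibition at least 40% but some replicate below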;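 further: 0% = neutral control wells and 100% = positive control wells; some results beyond the cut were filed as inactive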
An asterisk follows results filed as active; u = inconclusive; x = not tested or not shown. Only part of the results is shown; rates above refer to the full screens.

SMILES	SIRT5 block	S100A4 MyoIIA	Cneo AK release	Xi reactivation	C2C12 statin	ERAP1 HTS inh	LGR2 inh	PGC1a acetyl inh
COc1cc(NC(=O)C2CCN(S(=O)(=O)c3ccc(Cl)cc3)CC2)ccc1-n1cnnn1	x	x	1	x	3	x	-16	-5
O=C(O)CCc1ccc(-c2ccccc2)n1-c1cccc(O)c1	4	-4	1	x	0	3	-15	6
COc1ccc(C)cc1NC(=O)CSc1nnc(-c2cc(C)[nH]n2)n1N	-3	-5	1	0.0	14	-1	25	1
CC(C)C#Cc1ccc2c(c1)O[C@@H](CN(C)Cc1cncnc1)[C@@H](C)CN([C@@H](C)CO)S2(=O)=O	-1	12	-2	-1.1	5	2	6	-23
COc1ccc(CNC(=O)c2ccc3c(c2)NC(=O)C(C)S3)cc1 (configuration not stated)	-3	2	-1	0.1	23	2	-7	1
C[C@@H]1CN([C@H](C)CO)C(=O)c2cc(-c3cncnc3)cnc2O[C@H]1CN(C)Cc1ccccc1	-1	6	-5	-0.9	-12	2	-1	3
COc1cc(OC)cc(C(=O)Nc2ccccc2C(=O)NCc2cccnc2)c1	-2	-10	-1	0.2	3	-3	0	-6
COc1ccccc1Nc1cc(N2CCOCC2)c2nonc2c1[N+](=O)[O-]	-6	-4	x	0.3	x	1	10	x
COc1ccc(C(=O)N2CC3(CC(c4cccc(NC(=O)CC(c5ccccc5)c5ccccc5)c4)=NO3)C[C@H]2C(N)=O)cc1 (some centres not stated)	-4	0	4	-0.1	2	13	-12	-4
Cc1nn(C)c2c(=O)c(=O)c2n(C)[nH]1	0	6	x	0.0	x	1	-3	x
N#C/C(=C\c1cn(CC(=O)N2CCCCC2)c2ccccc12)C(=O)NCc1ccc2c(c1)OCO2	x	x	1	0.0	x	x	-2	5
Cn1c(C(=O)Nc2ccc3c(c2)OCO3)cc2sccc21	x	x	-21	x	-4	x	-72	-3
COc1ccc(C(C(=O)NC(C)C)N(C(=O)CCC(=O)Nc2nccs2)c2ccccc2F)cc1 (configuration not stated)	-2	-5	2	0.0	-1	1	9	-20
O=C(COc1ccc(Cl)cc1)Nc1cccc(-c2ccc(N3CCOCC3)nn2)c1	-5	2	-5	0.1	-31	-1	-82	0
CN1C(=O)c2cc(NS(=O)(=O)c3ccc(F)cc3)ccc2OC[C@@H]2O[C@@H](CC(=O)O)CC[C@@H]21	-11	2	-5	0.3	-4	-1	-8	1
COc1ccc(NC(=O)Nc2ccc3c(c2)CC(=O)N([C@H](C)CO)C[C@@H](C)[C@H](CN(C)Cc2ccccc2)O3)cc1	5	-2	-5	-0.8	-9	0	6	-20
O=C1CN(S(=O)(=O)Cc2ccccc2)C[C@H]2[C@H](c3ccc(C#Cc4ccccc4)cc3)[C@H](CO)N12	2	0	x	0.0	x	0	4	-5
Cc1cc(=O)oc2cc(OCC(=O)N3c4ccccc4CC3C)ccc12 (configuration not stated)	-6	5	1	x	-33	1	-15	x
O=C(CO)C(O)C(O)C(O)CO (configuration not stated)	2	6	0	0.2	3	-3	x	19
CCC(=O)N(C)C[C@H]1Oc2cc(C#CC3CC3)ccc2S(=O)(=O)N([C@H](C)CO)C[C@H]1C	1	7	5	-0.9	-19	2	13	1

Results in Xi reactivation, for 2 of the compounds above:
canonical_smiles	Xi reactivation
COc1ccc(C(=O)N2CC3(CC(c4cccc(NC(=O)CC(c5ccccc5)c5ccccc5)c4)=NO3)C[C@H]2C(N)=O)cc1 (some centres not stated)	-0.1
COc1ccc(C(C(=O)NC(C)C)N(C(=O)CCC(=O)Nc2nccs2)c2ccccc2F)cc1 (configuration not stated)	0.0

Entries listed so far containing an NH in an aromatic ring, in the order listed:
SMILES	SIRT5 block	S100A4 MyoIIA	Cneo AK release	Xi reactivation	C2C12 statin	ERAP1 HTS inh	LGR2 inh	PGC1a acetyl inh
COc1ccc(C)cc1NC(=O)CSc1nnc(-c2cc(C)[nH]n2)n1N	-3	-5	1	0.0	14	-1	25	1
Cc1nn(C)c2c(=O)c(=O)c2n(C)[nH]1	0	6	x	0.0	x	1	-3	x

Additional compounds
SMILES	SIRT5 block	S100A4 MyoIIA	Cneo AK release	Xi reactivation	C2C12 statin	ERAP1 HTS inh	LGR2 inh	PGC1a acetyl inh
C[C@@H](C(=O)Nc1ccc2ccccc2c1)[C@@H]1C[C@@]1(C)[C@@H](NC(=O)c1ccccc1)c1ccccc1	-2	0	0	0.1	x	3	0	-24
C[C@@H]1CN([C@H](C)CO)C(=O)c2cccc(NC(=O)C3CC3)c2O[C@@H]1CN(C)C(=O)Nc1ccccc1	3	17	29	0.1	-18	0	4	x
C[C@@H]1CCCCO[C@H](CN(C)C(=O)c2ccncc2)[C@@H](C)CN([C@@H](C)CO)C(=O)c2cc(NC(=O)CCC(F)(F)F)ccc2O1	x	x	4	0.0	x	x	-23	9
CC(C)c1ccc(-c2nnc(SCC(=O)NC3CC3)n2C)cc1	4	-6	-1	0.0	2	-2	0	x
Nc1nc(N)c(Cc2ccc(Cl)cc2Cl)c(N)n1	4	-13	x	0.0	x	9	2	9
CC(C)NC(=O)NCC[C@H]1CC[C@@H](NS(=O)(=O)c2ccccc2)[C@@H](CO)O1	-2	-1	x	-0.3	x	-2	22	-12
O=C(N[C@H]1CC[C@@H](CCn2cc(-c3ccccn3)nn2)O[C@H]1CO)c1ccccc1	5	3	51	0.0	-4	-1	15	8
COC(=O)C1=C(C)N(C)C(=NCc2ccc(OC)cc2)NC1c1ccc(F)cc1 (configuration not stated)	x	1	x	0.0	x	1	-1	x
COc1ccc(-c2cc(C(F)(F)F)c3c(N)c(C(=O)NCCSC)sc3n2)cc1	-3	-4	-1	0.1	3	-2	-5	-7
Cc1ccc(C(=O)NC(=S)N2CC(C)OC(C)C2)cc1[N+](=O)[O-] (configuration not stated)	-1	-4	3	x	-13	1	-2	-3
CCCn1cc(CN2CCCC(C(=O)c3cccc(OC(C)C)c3)C2)c(C)n1 (configuration not stated)	1	-2	x	0.2	x	2	-15	x
C/C(=N\NC(=O)c1cc(-c2ccc(O)cc2)nc2ccccc12)c1cccnc1	1	-2	-20	0.0	1	-2	-17	x
Cc1cccn2c(=O)nc(SCC(=O)N3CCN(c4ccccc4)CC3)nc12	5	6	-2	0.0	-3	-2	5	-9
O=c1c2ccccc2[nH]c(=S)n1CCCn1ccnc1	0	-7	0	0.0	-18	0	-11	-22
O=C1NC(=S)SC1=Cc1ccccc1Br	x	17	2	0.0	1	1	0	-2
O=C(Nc1ccc2[nH]ncc2c1)c1ccccc1Cl	-1	-5	-9	0.0	11	-1	-7	3
COc1ccc(NC(=O)N(C)C[C@@H]2Oc3ccc(N(C)C)cc3CC(=O)N([C@@H](C)CO)C[C@H]2C)cc1	-9	12	-1	0.2	-5	-1	-6	2
C[C@@H]1CN([C@H](C)CO)C(=O)c2cc(NS(=O)(=O)c3cn(C)cn3)ccc2O[C@@H](C)CCCCO[C@@H]1CN(C)Cc1ccc2c(c1)OCO2	x	x	-1	0.1	5	x	-6	-1
O=C(C[C@@H]1C[C@@H]2c3cc(NC(=O)C4CCC4)ccc3O[C@@H]2[C@H](CO)O1)NCc1ccc(-c2ccccc2)cc1	3	-2	-5	-0.1	-3	0	-20	-1
O=c1n(-c2ccccc2)c(=O)n2n1CC(COc1ccccc1)=C([C@H](O)c1ccccc1)[C@@H]2CO	0	31	17	x	x	2	x	-4
Cc1cc(=O)n2c(-c3ccc(Cl)cc3)csc2n1	-14	-3	x	0.1	x	x	4	x
NC1=NN(c2c(Cl)cc(Cl)cc2Cl)C(=O)C1	-4	3	x	0.0	x	1	-1	-2
CCCC(=O)NC(c1ccccc1Cl)c1ccc2cccnc2c1O (configuration not stated)	-9	4	2	0.0	3	-4	24	23
O=C(NCc1cccnc1)C1CC(c2ccccc2O)=NO1 (configuration not stated)	-3	-5	-2	0.0	5	1	12	-5
CCC(=O)Nc1ccc2c(c1)OC[C@@H](C)N(C(=O)c1ccccn1)C[C@@H](C)[C@H](OC)CN(C)C2=O	1	-68	-3	0.6	15	0	11	x
CC(=O)Nc1cccc(N)c1	x	-16	-1	x	10	2	20	-13
O=C(COC(=O)c1ccccn1)Nc1ccc2c(c1)OCO2	-6	-2	0	-0.1	-5	-2	-12	14
N#CC(c1ccccc1)C(CC(=O)c1ccccc1)c1ccccc1 (configuration not stated)	x	1	x	0.0	x	-2	12	x
O=C1NC[C@H](CCCCN2CCN(CC3CCCCC3)C(=O)C2=O)N(CC2CCCCC2)C1=O	-2	-2	x	0.1	x	-1	4	x
O=C(O)c1ccc(N2C(=O)CC(N3CCN(c4ccc(Cl)cc4)CC3)C2=O)cc1 (configuration not stated)	-6	-9	1	0.1	1	7	-1	12
Fc1cccc(Nc2nc3ccccc3n3cnnc23)c1	-7	-7	-1	0.0	6	0	-19	-1
CCN(CC(=O)Nc1ccccc1C(F)(F)F)C(=O)c1ccc2[nH]c3c(c2c1)CC(C)CC3 (configuration not stated)	-1	-5	x	0.2	-9	0	15	x
COc1cccc(Nc2nc(C(N)Cc3ccc(F)cc3)cs2)n1 (configuration not stated)	0	-2	-12	0.1	-15	-2	u	1
CC(=O)N1CCCCN2[C@H](CO)[C@@H](c3ccc(C#Cc4ccccc4F)cc3)[C@H]2C1	4	-3	51	0.1	x	-1	-3	5
Oc1ccc(N=Nc2ccc3c(c2)OCCO3)c(O)c1	3	4	0	-0.2	x	-1	-9	-5

An excerpt from above in order of SMILES length, lowest first.
SMILES	SIRT5 block	S100A4 MyoIIA	Cneo AK release	Xi reactivation	C2C12 statin	ERAP1 HTS inh	LGR2 inh	PGC1a acetyl inh
Oc1ccc(N=Nc2ccc3c(c2)OCCO3)c(O)c1	3	4	0	-0.2	x	-1	-9	-5
N#CC(c1ccccc1)C(CC(=O)c1ccccc1)c1ccccc1 (configuration not stated)	x	1	x	0.0	x	-2	12	x
O=C(O)c1ccc(N2C(=O)CC(N3CCN(c4ccc(Cl)cc4)CC3)C2=O)cc1 (configuration not stated)	-6	-9	1	0.1	1	7	-1	12

2 compounds drawn at random from the list so far, as already listed:
SMILES	SIRT5 block	S100A4 MyoIIA	Cneo AK release	Xi reactivation	C2C12 statin	ERAP1 HTS inh	LGR2 inh	PGC1a acetyl inh
CC(=O)N1CCCCN2[C@H](CO)[C@@H](c3ccc(C#Cc4ccccc4F)cc3)[C@H]2C1	4	-3	51	0.1	x	-1	-3	5
N#CC(c1ccccc1)C(CC(=O)c1ccccc1)c1ccccc1 (configuration not stated)	x	1	x	0.0	x	-2	12	x
